Screening data (PubChem BioAssay)
ROS inducer: raises reactive oxygen species in U2OS cancer cells. U2OS ROS induction, H2DCF-DA fluorescence. ROS induction (% of piperlongumine), % at 10 µM. hit rate 2% among 46,000. AID 624156; in the data active means ROS induction above about 79%, passing the limit was not always enough; inconclusive means no clear call, values can overlap the other calls;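 further: 0% = DMSO vehicle median and 100% = reference compound median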
* = called active by the depositor; ? = inconclusive.

No.	molecule	ROS inducer
1	C[C@H](CO)N1C[C@H](C)[C@H](CN(C)CC2CCCCC2)Oc2ccc(NC(=O)NC3CCCCC3)cc2C1=O	-12
2	Cc1c(Cl)cccc1NC(=O)N1CC(C)Sc2ccccc21 (configuration not stated)	-5
3	C[C@@H]1CN([C@@H](C)CO)C(=O)c2cc(NC(=O)CCC(F)(F)F)ccc2O[C@H]1CN(C)S(=O)(=O)c1cn(C)cn1	-9
4	COc1ccc(OC)c(NC(=O)CN(c2ccccc2Br)S(C)(=O)=O)c1	-7
5	COc1ccc(-c2cc(CC(C)C)nc(N)c2C#N)cc1	5
6	OCCN1N=C2c3ccccc3CCC2C1c1ccccc1Cl (configuration not stated)	2
7	C[C@@H]1CN([C@@H](C)CO)C(=O)c2cc(NC(=O)Nc3ccc4c(c3)OCO4)ccc2O[C@H]1CN(C)C(=O)NC1CCCCC1	-6
8	C[C@@H]1CN([C@H](C)CO)C(=O)Cc2cc(NS(=O)(=O)c3cn(C)cn3)ccc2O[C@@H]1CN(C)C(=O)Nc1ccccc1	-6
9	C[C@H](CO)N1C[C@H](C)[C@H](CN(C)Cc2ccc(C(=O)O)cc2)Oc2c(NC(=O)C3CCOCC3)cccc2C1=O	-10
10	CCCSc1nc(C)c(-c2csc(C(C#N)=C3CCCC3)n2)cc1C#N	4
11	C[C@@H]1CN([C@@H](C)CO)C(=O)c2cccc(NS(=O)(=O)c3ccccc3)c2O[C@@H]1CN(C)Cc1ccc(Oc2ccccc2)cc1	66
12	Cc1ccc(S(=O)(=O)N(C)C[C@@H]2Oc3ccc(NC(=O)Cc4ccccc4)cc3C(=O)N([C@H](C)CO)C[C@H]2C)cc1	-3
13	C[C@@H]1CN([C@@H](C)CO)C(=O)Cc2cc(NC(=O)Cn3cnnn3)ccc2O[C@@H]1CN(C)Cc1ccc(C(=O)O)cc1	-3
14	C[C@@H]1CN([C@@H](C)CO)C(=O)c2cccc(NS(=O)(=O)c3cn(C)cn3)c2O[C@@H]1CN(C)C(=O)Nc1ccc(C(F)(F)F)cc1	-11
15	CSc1nc(C)cc(NC(N)=O)n1	-13
16	C[C@H]1CN([C@@H](C)CO)C(=O)Cc2cc(NS(=O)(=O)c3cccs3)ccc2O[C@H]1CN(C)C(=O)NC1CCCCC1	-1
17	CC(C)NC(=O)Nc1ccc2c(c1)CC(=O)N([C@@H](C)CO)C[C@H](C)[C@@H](CN(C)C(=O)Nc1ccc(F)cc1)O2	-15
18	C[C@@H]1CCCCO[C@@H](CN(C)Cc2ccc3c(c2)OCO3)[C@@H](C)CN([C@H](C)CO)C(=O)c2cc(NC(=O)CCCN(C)C)ccc2O1	28
19	COc1ccc(S(=O)(=O)Nc2ccc3c(c2)C(=O)N([C@H](C)CO)C[C@H](C)[C@@H](CN(C)C(=O)c2ccccc2)OCCCC[C@@H](C)O3)cc1	-7
20	C[C@@H]1CN([C@H](C)CO)C(=O)c2cc(NC(=O)CCN3CCOCC3)ccc2O[C@@H]1CN(C)Cc1ccc2c(c1)OCO2	-3
21	CC(=O)Nc1c(O)nc(SCC(=O)N2CCN(c3ccc(F)cc3)CC2)[nH]c1=O	-12
22	C[C@H](CO)N1C[C@H](C)[C@@H](CN(C)C)Oc2c(NC(=O)Nc3ccc(F)cc3)cccc2C1=O	3
23	CCOC(=O)c1c(C)oc2ccc(OCC(=O)c3ccc(Br)cc3)cc12	-5
24	C[C@H]1CN([C@@H](C)CO)C(=O)Cc2cc(NC(=O)c3ccncc3)ccc2O[C@@H]1CN(C)Cc1ccc(C(F)(F)F)cc1	54
25	O=C(N/N=C\c1cc(Br)ccc1O)c1ccccc1O	-10
26	COc1ccc(/C=C2\C(=O)c3ccccc3OC2c2ccccc2)cc1 (configuration not stated)	?
27	CSc1nc(C)cc(OCC(=O)Nc2ccc(Cl)cc2)n1	-5
28	C/C=C(\C(C)=N\O)c1ccccc1	-6
29	CC(C(=O)c1ccccc1)[n+]1cccc(Br)c1 (configuration not stated)	-1
30	O=C(COc1ccc(S(=O)(=O)N2CCOCC2)cc1)Nc1ccc(F)c(Cl)c1	22
31	C[C@@H]1CN([C@@H](C)CO)C(=O)c2cccc(NC(=O)C3CCOCC3)c2O[C@@H]1CN(C)Cc1ccc(C(=O)O)cc1	-12
32	CN(C)C(=O)[C@@]1(Cc2ccccc2)N=C(c2ccc(OCCCO)cc2)O[C@H]1c1ccccc1	3
33	C[C@H](CO)N1C[C@H](C)[C@@H](CN(C)S(=O)(=O)c2cccs2)Oc2c(NC(=O)c3ccc(-c4nccs4)cc3)cccc2C1=O	5
34	Cc1noc(C)c1S(=O)(=O)Nc1cccc2c1O[C@@H](CN(C)C(=O)NC1CCCCC1)[C@@H](C)CN([C@@H](C)CO)C2=O	3
35	CCn1cc(CCCC(=O)NC2CCC(C)CC2)c2ccccc21 (configuration not stated)	-11
36	C[C@@H]1CN([C@H](C)CO)C(=O)c2cc(NC(=O)Nc3ccc(F)cc3)ccc2O[C@@H]1CN(C)S(=O)(=O)c1ccc(Cl)cc1	23
37	C[C@H](CO)N1C[C@H](C)[C@H](CN(C)C(=O)Nc2ccc(C(F)(F)F)cc2)Oc2ccc(NC(=O)NC3CCCCC3)cc2C1=O	99*
38	C[C@H](CO)N1C[C@H](C)[C@H](CN(C)S(=O)(=O)c2ccc(F)cc2)Oc2ccc(NC(=O)CCCCCC(=O)Nc3ccccc3N)cc2C1=O	-4
39	O=C(OC[C@H]1O[C@@H](Oc2ccc(O)cc2)[C@H](O)[C@@H](O)[C@@H]1O)c1ccc(O)cc1	-3
40	C[C@@H]1CN([C@H](C)CO)C(=O)c2cccc(N(C)C)c2O[C@H]1CN(C)S(=O)(=O)c1ccccc1	-2
41	COc1cc(NC(=O)COc2ccc(Cl)cc2)c(C(=O)O)cc1OC	17
42	C[C@@H]1CN([C@@H](C)CO)C(=O)c2cc(NC(=O)Nc3ccc(C(F)(F)F)cc3)ccc2O[C@H]1CN(C)S(=O)(=O)c1ccc(F)cc1	9
43	CNC[C@H]1OCc2cnnn2CCCC(=O)N([C@H](C)CO)C[C@@H]1C	18
44	C[C@@H]1CN([C@@H](C)CO)C(=O)c2cccc(NC(=O)Nc3ccc(F)cc3)c2O[C@H]1CN(C)S(=O)(=O)c1ccccc1	-3
45	C[C@@H]1CN([C@H](C)CO)C(=O)c2cccc(NS(=O)(=O)c3ccc(F)cc3)c2O[C@H]1CN(C)Cc1ccc(Cl)c(Cl)c1	11
46	O=C(NCN1CCCCC1)C12CC3CC(CC(C3)C1)C2	-3
47	Cc1noc(C)c1S(=O)(=O)N(C)C[C@H]1Oc2c(NC(=O)c3ccc(-c4nccs4)cc3)cccc2C(=O)N([C@H](C)CO)C[C@@H]1C	-6
48	COCCn1c(SCC(=O)NCc2ccccc2Cl)nc2cc(C(=O)OC)ccc2c1=O	30
49	C[C@@H]1CCCCO[C@H](CN(C)Cc2ccncc2)[C@@H](C)CN([C@H](C)CO)C(=O)c2cc(NS(=O)(=O)c3cccs3)ccc2O1	16
50	O=C(/C=C/c1ccc2c(c1)OCO2)Nc1ccc(-n2nncc2-c2ccccc2)cc1	?

(listing goes on)
No.	molecule	ROS inducer
51	COc1ccc(CN(C)C[C@H]2Oc3ccc(NC(=O)CCCN(C)C)cc3C(=O)N([C@H](C)CO)C[C@H]2C)cc1	-12
52	C[C@@H]1CN([C@H](C)CO)C(=O)c2cc(NS(=O)(=O)c3cn(C)cn3)ccc2O[C@H]1CN(C)Cc1ccc2c(c1)OCO2	-5
53	C=CCNC(=O)[C@@H]1[C@H]2C(=O)O[C@H](c3ccccc3)[C@H](c3ccccc3)N2[C@H](c2ccccc2OCCO)[C@@]12C(=O)Nc1ccc(C#CCC(C(=O)OC)C(=O)OC)cc12	192*
54	CC1=CC(C)(C)N(C(=O)c2ccccc2)c2ccc(OC(=O)c3ccccc3)cc21	-6
55	CC(=O)Nc1cc(C(=O)NCCc2ccccc2)ccc1Sc1ccc(Cl)cc1	-1
56	Cc1cc(C)c2c(n1)sc1c(=O)n(NC(=O)Nc3ccccc3)c(C)nc12	12
57	C[C@@H]1CN([C@@H](C)CO)C(=O)Cc2cc(NS(=O)(=O)c3ccccc3)ccc2O[C@@H]1CN(C)C(=O)Nc1ccc2c(c1)OCO2	13
58	CCOC(=O)c1c(NC(=O)CSc2nnc(C)o2)sc(C)c1C	5
59	O=C(CCCCCCC(=O)Nc1ccccc1O)N/N=C/c1cc(Br)cc([N+](=O)[O-])c1O	4
60	CC1(C)CC(NC(=O)c2ccc(-n3cnnn3)cc2)CC(C)(C)N1	-3
61	COc1ccc(NC(=O)Nc2ccc3c(c2)C(=O)N([C@@H](C)CO)C[C@@H](C)[C@H](CN(C)C(=O)Nc2ccc4c(c2)OCO4)O3)cc1	-10
62	CC(C)c1ccc(NN2C(=O)CC(c3ccccc3)C2=O)cc1 (configuration not stated)	1
63	CCN(CCS(=O)(=O)c1ccccc1)S(=O)(=O)c1ccc(C)cc1	-4
64	Cc1nc(SC2CCCCN(C(=O)c3ccc(Cl)cc3)C2=O)c2c3c(sc2n1)CCCC3 (configuration not stated)	35
65	CCOC(=O)CSc1nc2cccnc2s1	10
66	COc1ccc(N2CCN(c3c(S(=O)(=O)c4ccccc4)cnc4ccc(Cl)cc34)CC2)cc1	44
67	C[C@@H]1CN([C@@H](C)CO)C(=O)c2cc(NC(=O)Cc3ccccc3)ccc2O[C@H]1CN(C)Cc1ccc(Cl)c(Cl)c1	45
68	COc1ccc(S(=O)(=O)Nc2ccc3c(c2)C(=O)N([C@H](C)CO)C[C@@H](C)[C@H](CN(C)C(=O)Nc2c(C)noc2C)O3)cc1	-1
69	COc1ccc(Nc2cc(C(F)(F)F)ccc2Cl)c(C(=O)O)c1	-3
70	COc1ccc(S(=O)(=O)Nc2ccc3c(c2)C(=O)N([C@H](C)CO)C[C@@H](C)[C@@H](CN(C)S(=O)(=O)c2ccc(Cl)cc2)O3)cc1	18
71	C[C@@H]1CCCCO[C@@H](CN(C)Cc2ccc(C(F)(F)F)cc2)[C@@H](C)CN([C@H](C)CO)C(=O)c2cc(NS(=O)(=O)c3ccc(Cl)cc3)ccc2O1	31
72	O=C(CCc1nc(-c2ccc(Cl)cc2)no1)Nc1cccnc1	-14
73	CC(C)NC(=O)N(C)C[C@@H]1OCc2cnnn2CCCC(=O)N([C@@H](C)CO)C[C@H]1C	-1
74	COc1ccc(S(=O)(=O)Nc2cccc3c2O[C@@H](CN(C)C(=O)Nc2ccccc2)[C@@H](C)CN([C@H](C)CO)C3=O)cc1	-7
75	Cc1noc(C)c1S(=O)(=O)N(C)C[C@H]1Oc2ccc(NC(=O)NC(C)C)cc2CC(=O)N([C@@H](C)CO)C[C@H]1C	-11

Some values from the results shown.
ROS inducer with no. 72 = -14
ROS inducer with no. 11 = 66
ROS inducer with no. 18 = 28
ROS inducer with no. 10 = 4

Molecules above that contain a CF3 group, in the order listed:
No.	molecule	ROS inducer
3	C[C@@H]1CN([C@@H](C)CO)C(=O)c2cc(NC(=O)CCC(F)(F)F)ccc2O[C@H]1CN(C)S(=O)(=O)c1cn(C)cn1	-9
14	C[C@@H]1CN([C@@H](C)CO)C(=O)c2cccc(NS(=O)(=O)c3cn(C)cn3)c2O[C@@H]1CN(C)C(=O)Nc1ccc(C(F)(F)F)cc1	-11
24	C[C@H]1CN([C@@H](C)CO)C(=O)Cc2cc(NC(=O)c3ccncc3)ccc2O[C@@H]1CN(C)Cc1ccc(C(F)(F)F)cc1	54
37	C[C@H](CO)N1C[C@H](C)[C@H](CN(C)C(=O)Nc2ccc(C(F)(F)F)cc2)Oc2ccc(NC(=O)NC3CCCCC3)cc2C1=O	99*
42	C[C@@H]1CN([C@@H](C)CO)C(=O)c2cc(NC(=O)Nc3ccc(C(F)(F)F)cc3)ccc2O[C@H]1CN(C)S(=O)(=O)c1ccc(F)cc1	9
69	COc1ccc(Nc2cc(C(F)(F)F)ccc2Cl)c(C(=O)O)c1	-3
71	C[C@@H]1CCCCO[C@@H](CN(C)Cc2ccc(C(F)(F)F)cc2)[C@@H](C)CN([C@H](C)CO)C(=O)c2cc(NS(=O)(=O)c3ccc(Cl)cc3)ccc2O1	31

Grouped by structure: the compounds so far with a cyano group.
No.	molecule	ROS inducer
5	COc1ccc(-c2cc(CC(C)C)nc(N)c2C#N)cc1	5
10	CCCSc1nc(C)c(-c2csc(C(C#N)=C3CCCC3)n2)cc1C#N	4

(more compounds)
No.	molecule	ROS inducer
76	C[C@@H]1CN([C@@H](C)CO)C(=O)c2cc(NC(=O)Cc3ccccc3)ccc2O[C@H]1CN(C)Cc1ccncc1	-5
77	O=C(Cn1cnc2ccccc2c1=O)Nc1cccc(C(=O)c2ccccc2)c1	-5
78	Cc1noc(C)c1NC(=O)Nc1ccc2c(c1)CC(=O)N([C@H](C)CO)C[C@H](C)[C@H](CN(C)C(=O)Nc1cccc3ccccc13)O2	6
79	CSC(N)=Nc1c(Cl)cccc1Cl	10
80	C[C@@H]1CN([C@H](C)CO)C(=O)c2cc(NC(=O)CCN3CCOCC3)ccc2O[C@@H]1CN(C)S(=O)(=O)c1ccc(Cl)cc1	13
81	O=C(CN1C(=O)/C(=C/c2ccccc2F)Sc2ccccc21)N1CCN(c2ccc(F)cc2)CC1	2
82	C[C@@H]1CCCCO[C@H](CN(C)S(=O)(=O)c2ccc(Cl)cc2)[C@@H](C)CN([C@H](C)CO)C(=O)c2cc(NC(=O)C3CCCCC3)ccc2O1	18
83	C[C@@H]1CN([C@@H](C)CO)C(=O)c2cc(NC(=O)Nc3ccc4c(c3)OCO4)ccc2O[C@@H]1CN(C)C(=O)Nc1ccccc1	-5
84	C[C@H]1CN([C@@H](C)CO)C(=O)c2cc(NC(=O)Nc3ccc4c(c3)OCO4)ccc2O[C@H]1CN(C)S(=O)(=O)c1cccs1	-4
85	CCOC(=O)c1cc(C#N)c(Sc2ccc(C)cc2)nc1C(F)(F)F	70
86	C[C@@H]1CN([C@@H](C)CO)C(=O)c2cccc(NC(=O)Nc3ccc4c(c3)OCO4)c2O[C@H]1CN(C)C(=O)Nc1ccc(F)cc1	0
87	O=C(COc1ccccc1[N+](=O)[O-])Nc1ccc2oc(-c3cccc(Br)c3)nc2c1	5
88	Cc1ccccc1S(=O)(=O)N(C)C[C@H]1OCc2cnnn2CCCC(=O)N([C@@H](C)CO)C[C@H]1C	7
89	CC12CCC(c3c(C(=O)O)nn(-c4ccccc4)c31)C2(C)C (configuration not stated)	-2

A portion of the library; the hit share may differ from the screen's.
